Screening data: PubChem BioAssay, several laboratories
RGS4 act: RGS4 potentiation or activation; HEK293 M3R/inducible RGS4, carbachol calcium flux Fluo4; active compounds read low; B-score at 10 µM; hit rate 0.92% among 310,000;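 active means B-score of the integrated calcium signal more than 4 SD below the library mean, with starting fluorescence not abnormally high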;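 further: negative B-score means reduced calcium response which marks RGS4 activation or potentiation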
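test system = HEK293 cells with stable M3R and inducible RGS4 | schedule = recording 10 s baseline at 1 Hz, 100 s post-agonist | technique = Fluo4-AM (2 µM) calcium-flux fluorescence, kinetic read | measure = Agonist-evoked peak-minus-minimum fluorescence over baseline, integrated ratio, B score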
GSK3 alpha inh: blocks human GSK-3 alpha kinase; P49840; ADP-Glo luminescence, 60 min; inhibition, % at 10 µM; hit rate 0.1% among 320,000; AID 2650;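 in the data active means inhibition above about 50%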;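 further: GST-tagged GSK-3 alpha with peptide substrate and 25 µM ATP; 0% = DMSO neutral wells and 100% = GW8510 positive control wells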
Target sequence (P49840 whole entry, looked up): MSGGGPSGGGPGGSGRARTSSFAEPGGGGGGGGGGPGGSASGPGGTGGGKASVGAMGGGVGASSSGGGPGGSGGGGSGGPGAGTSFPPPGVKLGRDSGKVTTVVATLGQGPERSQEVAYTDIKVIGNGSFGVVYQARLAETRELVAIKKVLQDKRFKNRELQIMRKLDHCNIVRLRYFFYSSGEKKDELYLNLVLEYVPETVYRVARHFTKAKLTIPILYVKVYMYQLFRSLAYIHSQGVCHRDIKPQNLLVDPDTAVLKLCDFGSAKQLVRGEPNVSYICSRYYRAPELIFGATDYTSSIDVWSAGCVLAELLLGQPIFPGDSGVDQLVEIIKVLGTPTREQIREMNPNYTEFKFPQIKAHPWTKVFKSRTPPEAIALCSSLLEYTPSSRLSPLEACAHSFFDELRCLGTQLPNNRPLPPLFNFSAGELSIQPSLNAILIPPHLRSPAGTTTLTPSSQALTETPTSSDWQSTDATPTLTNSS
HDAC3 inh: blocks human histone deacetylase 3; O15379; recombinant HDAC3, fluorogenic peptide/trypsin coupled, fluorescence; inhibition, % at 8.3 µM; hit rate 0.15% among 320,000; in the data active means inhibition above about 26%, passing the limit was not always enough
Target sequence (O15379 whole entry, looked up): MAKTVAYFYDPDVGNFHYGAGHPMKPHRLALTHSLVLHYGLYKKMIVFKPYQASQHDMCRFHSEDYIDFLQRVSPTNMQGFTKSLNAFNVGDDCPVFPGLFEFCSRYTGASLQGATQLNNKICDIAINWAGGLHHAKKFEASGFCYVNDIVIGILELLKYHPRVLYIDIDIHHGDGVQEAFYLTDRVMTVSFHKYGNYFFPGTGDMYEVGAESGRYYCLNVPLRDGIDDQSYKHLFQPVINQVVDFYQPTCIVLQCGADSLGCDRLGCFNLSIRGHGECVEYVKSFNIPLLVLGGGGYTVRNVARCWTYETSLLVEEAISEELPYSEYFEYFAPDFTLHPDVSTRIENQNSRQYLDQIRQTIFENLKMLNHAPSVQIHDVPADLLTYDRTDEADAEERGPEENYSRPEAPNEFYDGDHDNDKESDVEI
DYRK1A inh: Dyrk1A (rat) kinase inhibition; Q63470; ADP-Glo luminescence, NFATc1 peptide; inhibition, % at 12.5 µM; hit rate 0.43% among 310,000; in the data active means inhibition above about 50%;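 further: plate controls were vehicle with enzyme for no effect and no enzyme for full effect; many of its hits are not listed in these tables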
KCNK3 inh: human KCNK3 channel inhibition, primary screen. CHO-KCNK3 thallium flux, FluxOR fluorescence; active compounds read low. B-score at 10 µM. hit rate 0.84% among 340,000. AID 602410;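 active means B-score under library mean minus 4 SD, starting fluorescence ratio at most library mean plus 5 SD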;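 further: more negative B-score means stronger inhibition of thallium flux through KCNK3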
PolyA inhibitor: inhibitors of polyadenylation in S. cerevisiae; S. cerevisiae SKY197-pL101 polyadenylation reporter, beta-gal luminescence; efflux-impaired pdr1/pdr3 knockout yeast; score 100 = 6 SD above DMSO; calls only at 12 µM; hit rate 0.02% among 300,000;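 active means lowest replicate activity score at least 50, where 100 means six control SD above control mean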;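 further: yeast exposed to compound for 9 h at 30 °C; higher score means more reporter readthrough which indicates perturbed polyadenylation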
KCNK9 inh: blocks the human KCNK9 two-pore domain potassium channel | Q9NPC2 | HEK293 KCNK9, FluxOR thallium flux fluorescence; active compounds read low | B-score at 10 µM | hit rate 1.2% among 310,000 | AID 488922;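 active means ratio B-score over 3 SD below the library mean, with starting fluorescence within 5 SD of its mean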;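 further: negative B-score means less thallium flux so channel inhibition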
GSK3B inh: blocks human GSK3beta kinase activity | P49841 | GST-GSK3beta kinase, ADP-Glo luminescence, 60 min; active compounds read low | activity score (negative = inhibition), % at 10 µM | hit rate 0.038% among 300,000 | AID 2097;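 active means more than half of replicate wells score below -50%, meaning over 50% inhibition versus plate controls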;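 further: 0% = median DMSO wells and -100% = median GW8510 positive control wells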
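test system = GST-tagged human GSK3beta kinase, cell-free | reagent = 25 µM ATP with peptide substrate | dosing = one dose of 10 µM per compound | schedule = 60 min reaction, RT | detection = luminescent ADP-Glo measurement of ADP formed | control set = DMSO neutral wells and GW8510 at 20 µM as positive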
KCNQ1 act: potentiators or activators of human KCNQ1 potassium channel | hit rate 0.35% among 310,000 | B-score at 10 µM | P51787 | CHO-K1 KCNQ1, thallium flux FluxOR fluorescence; active compounds read high;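 active means fluorescence ratio B-score, a plate-corrected score, at least three library SD, with initial intensity B-score within 5 SD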
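assay system = CHO-K1 cells stably expressing KCNQ1 | medium = assay buffer, equal DMSO in all wells | timing = 37 °C overnight plating, 90-min dark dye load, 20-min compound pretreatment | measured by = kinetic FluxOR thallium fluorescence, 10-s 1-Hz baseline, 110-s post-stimulus read | measure = fluorescence change relative to baseline, converted to B score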
hERG rescue: compounds protecting human hERG from proarrhythmic drug block. CHO-hERG, FluxOR thallium flux, dofetilide IC70 present. activation (rescue from dofetilide block), less the hit threshold, % at 10 µM. hit rate 0.51% among 310,000. AID 1511;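 active means activation above the mean of controls blocked by dofetilide plus 5 SD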;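 further: thallium influx through hERG after potassium depolarization seen as dye fluorescence rise; in these data hits start at about 4.7%; inactives centre near -7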
KCNQ1 inh: blocks the human KCNQ1 potassium channel | hit rate 1.3% among 310,000 | B-score at 10 µM | P51787 | CHO-K1 KCNQ1, FluxOR thallium flux fluorescence; active compounds read high;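 active means compounds whose thallium flux B-score, printed positive for inhibition, exceeds three library SD while starting fluorescence stays within three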;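 further: channel opened by potassium depolarization with thallium stimulus after 20 min compound exposure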
* hit, by the source's call; i = inactive; · = not tested or not shown.

SMILES	RGS4 act	GSK3 alpha inh	HDAC3 inh	DYRK1A inh	KCNK3 inh	PolyA inhibitor	KCNK9 inh	GSK3B inh	KCNQ1 act	hERG rescue	KCNQ1 inh
C/C(=N\Nc1ccc(Cl)c(Cl)c1)c1ccc(-n2ccnc2)cc1	i	1	13	-1	i	i	i	-8	i	-8	i
Cc1nccn1CC(=O)N/N=C/c1ccccc1O	i	-2	·	·	i	i	i	0	i	-5	i
COc1ccc(-c2nnc(SCC(=O)N3CCCc4ccccc43)o2)cc1OC	i	-8	7	5	i	i	i	3	i	-7	i
Cc1ccc(-n2c(SCC(=O)Nc3cccc(S(N)(=O)=O)c3)nc3ccccc32)cc1	i	-5	-10	-1	i	i	i	3	i	-12	i
COc1ccc(C(=O)Nc2nc3ccccc3s2)cc1	i	-5	-2	38	i	i	i	0	i	-4	i
COc1ccc(NC(=O)C2CCCNC2)cc1OCC(C)C (centres undefined)	i	1	-2	7	i	i	i	-3	i	-5	i
COc1ccc(NS(=O)(=O)c2cc3c(cc2C)N(C)CCO3)cc1	i	-1	1	2	i	i	i	0	i	-6	i
CN1CC2CCCC3(C1)C(=O)NC1(CCCCC1)N=C23 (centres undefined)	i	-4	-1	4	i	i	i	-2	i	0	i
CCCCn1c(N)c(N(CCC(C)C)C(=O)c2sc3nc4n(c(=O)c3c2C)CCC4)c(=O)[nH]c1=O	i	-4	-1	-2	i	i	i	-2	i	-11	i
COc1ccccc1/C=C/C(=O)N1CCOCC1	-7.8*	-1	-2	-4	i	i	i	-2	i	-3	i
COc1ccc(C2C(Oc3ccccc3)C(=O)N2c2ccc(C)c(C)c2)cc1OC (centres undefined)	i	3	7	19	i	i	-6.9*	2	i	-3	i
CS(=O)(=O)N1CCc2cc(C(=O)N3CCN(c4cccc(Cl)c4)CC3)ccc21	i	-1	-3	0	i	i	i	1	i	-7	i
O=C(O)CSc1nnc(-c2ccccc2)o1	i	-2	-5	1	i	i	i	3	i	-3	i
CCn1c(=O)n(CC)c2cc(N3CCCC3)c(NC(=O)c3cccc(OC)c3)cc21	i	0	-9	6	i	i	i	3	i	-11	i
O=C(NCCCn1ccnc1)c1ccc2nccnc2c1	i	3	-6	·	i	i	i	-2	i	-11	i
CCOC(=O)CSc1nc2ccc(S(=O)(=O)N3CCOCC3)cc2[nH]1	i	0	3	-2	i	i	i	3	i	-3	i
CCn1cc(SCC(N)=O)c2ccccc21	i	-3	-8	-1	i	i	i	-3	i	-10	i
COc1ccccc1-n1cc(-c2ccc(Br)cc2)[nH]c1=S	i	1	5	-2	i	i	i	-2	i	-7	i
O=C(CSc1nncn1-c1ccccc1)NCc1cccs1	i	-1	-2	2	i	i	i	-1	i	-8	i
CC1(C)OC(C(O)(c2ccccc2)c2ccccc2)[C@@H](C(O)(c2ccccc2)c2ccccc2)O1 (some centres undefined)	i	-6	4	-5	i	i	i	-5	i	-2	i
CCOc1cc(CNC(C)(C)C)ccc1OCC(=O)Nc1cccc(C(F)(F)F)c1	i	8	0	3	i	i	i	-2	i	-11	i
CC(C)(C)NC(=O)C(Cc1ccccc1)NS(=O)(=O)c1cccc2nsnc12 (centres undefined)	i	-1	0	6	i	i	i	-3	i	-12	i
CC1N(C(=O)N2CCOCC2)CCN1S(=O)(=O)c1ccc(Cl)cc1 (centres undefined)	i	-1	-2	1	i	i	i	0	i	-6	i
CC(C)OP(=O)(OC(C)C)C(NC(=O)c1ccc(Br)cc1)c1ccccc1 (centres undefined)	i	0	7	4	i	i	i	1	i	-18	i
O=C(NCCc1ccccc1)C1CCCN(S(=O)(=O)c2cnc[nH]2)C1 (centres undefined)	i	-2	-1	17	i	i	i	-2	i	2	i
Cc1ccc(NC(=O)N(Cc2nc3ccccc3c(=O)[nH]2)Cc2cccs2)cc1	i	1	10	-6	i	i	i	0	i	-6	i
Cc1ccc(N=Nc2cc(C)ccc2O)c(C)c1	i	0	14	0	i	i	i	-1	i	-9	i
CCCCNC(=O)CCNS(=O)(=O)c1ccc(Br)cc1	i	2	-5	-5	i	i	i	0	i	-10	i
COC(=O)C(Oc1ccc2c(-c3ccc(OC)cc3)cc(=O)oc2c1)c1ccccc1 (centres undefined)	i	-1	2	-3	i	i	-9.3*	-1	i	-7	i
Cc1ccc2c(c1)cc(C(=O)NCc1ccccc1)n2C	i	-2	-8	-2	i	i	i	0	i	-7	i
Cc1ccc(C(=O)NC2CCCCNC2=O)cc1 (centres undefined)	i	2	-2	-3	i	i	i	2	i	-8	i
O=C(CSc1nnc(-c2cccnc2)n1CCc1ccccc1)N1CCCCC1	i	1	-12	2	i	i	i	1	i	-12	i
O=C(COc1ccc(Br)cc1)Nc1ccc(-c2nnc(-c3ccco3)o2)cc1	i	2	-1	-4	i	i	i	-1	i	-9	i
CC(=O)Nc1cccc(NC(=O)CCCC(=O)O)c1	i	-1	8	-2	i	i	i	-2	i	-11	i
CC12CCC(C/C1=N/O)C2(C)CBr (centres undefined)	i	1	-1	-8	i	i	i	-1	i	-8	i
CCOC(=O)CNC(=O)c1sc2ncnc(N3CCc4ccccc4C3)c2c1C	i	3	13	8	i	i	i	8	i	-28	i
CC(C)c1nc2c(c(=O)c3ccccc3n2C)c(=O)n1-c1ccc(F)cc1	i	0	-5	2	i	i	i	-2	i	-5	i
CCOc1ccc(-c2nc3ccccc3c(=O)o2)cc1	i	-3	-5	6	i	i	i	2	i	-11	i
C=CCn1c(=O)c2ccccc2n2c(SCc3nc4ccccc4s3)nnc12	i	0	0	1	i	i	i	2	i	-10	i
C=C1C2C[C@H](O)C(C)(C)[C@@]2(O)[C@H](O)C[C@]23C[C@@](C)(O)[C@H](CC[C@H]12)[C@H]3O (some centres undefined)	i	-1	-2	-8	i	i	i	-3	i	-3	i
C#CCOCCOCCOCCNc1nc(N2CCN(C(=O)[C@H](C(C)C)n3cc(CCO)nn3)CC2)nc(N2CCN(C(=O)[C@H](C(C)C)n3cc(CCO)nn3)CC2)n1	i	0	1	4	i	i	i	1	i	-9	i
CCN1/C(=C2/SC(=S)N(NC(C)=O)C2=O)Sc2ccc(Cl)cc21	i	-1	8	·	i	i	i	1	i	-2	i
Cc1ccc(NC(=O)OCCN2CCN(S(=O)(=O)c3ccc(C)cc3)CCC2=O)cc1	i	2	3	8	i	i	i	1	i	-7	i
CC1CCCN(c2c3c(nc4ccccc24)CCCC3)C1 (centres undefined)	i	2	1	-3	i	i	i	0	i	-12	i
CC1(C(=O)OCC(=O)NNC(=O)COc2ccc(Cl)cc2)CC1(Cl)Cl (centres undefined)	i	-3	1	8	i	i	i	4	i	-17	i
Cc1cc(C(=O)COC(=O)c2ccc[nH]c2=O)c(C)n1-c1ccccc1	i	3	3	5	i	i	i	2	i	0	i
COc1ccc(/C=C/C(=O)c2ccc3c(c2)OCCO3)cc1[N+](=O)[O-]	i	·	0	-6	i	i	i	1	i	-10	i
CCOC(=O)c1c(C)nn(-c2ncccc2NC(=O)CCC(=O)O)c1C	i	-3	0	·	i	i	i	-2	i	-8	i
Cc1ccc2cccc(O)c2[n+]1[O-]	i	-4	-4	-2	i	i	i	0	i	-2	i
Cc1ccc(N2CC(C(=O)Nc3ccc(S(=O)(=O)N4CCOCC4)cc3)CC2=O)cc1 (centres undefined)	i	1	1	-1	i	i	i	-1	i	-5	i
Other results
SMILES	RGS4 act	GSK3 alpha inh	HDAC3 inh	DYRK1A inh	KCNK3 inh	PolyA inhibitor	KCNK9 inh	GSK3B inh	KCNQ1 act	hERG rescue	KCNQ1 inh
CCCCCn1c(CN2CCN(c3cccc(Cl)c3)CC2)nc2c1c(=O)n(C)c(=O)n2C	i	-3	-5	-2	i	i	i	-3	i	-7	i
C#CCN1c2ccccc2Sc2cccnc21	i	-2	-1	-1	i	i	i	3	i	-6	i
CCOc1ccccc1N(CC(=O)NCC1CCCO1)C(=O)CNS(=O)(=O)c1ccccc1 (centres undefined)	i	-1	-3	·	i	i	i	0	i	-9	i
Nc1nnc(-c2ccccc2)s1	i	0	7	3	i	i	i	-4	i	-7	i
O=C1CCCN1CCCNc1ccc(S(=O)(=O)N2CCCCC2)cn1	i	-1	7	8	i	i	i	-4	i	-10	i
COC(=O)C1=C(O)/C(=C\c2ccc(CNS(=O)(=O)c3ccccc3)o2)N=C1C	i	2	3	5	i	i	i	-5	i	-5	i
CN(C)C(=O)c1ccc2c(c1[N+](=O)[O-])C(=O)c1ccccc1C2=O	i	0	6	8	i	i	i	6	i	-6	i
COc1ccc(NC(=S)N(CCN2CCOCC2)Cc2cc3cc4c(cc3[nH]c2=O)OCO4)cc1	i	0	7	·	·	i	i	-1	i	-3	i
COc1ccc(OCc2cc(C(=O)NCC3CCCCO3)no2)c(Cl)c1 (centres undefined)	i	2	-1	·	i	i	i	1	i	-4	i
O=C(O)c1ccc(OCC(F)(F)F)nc1	i	-1	-1	-2	i	i	i	1	i	-3	i
CCCN1CCN(S(=O)(=O)c2ccc(-c3cc(C)no3)s2)CC1	i	1	-2	·	i	i	i	1	i	-5	i
C(=C\n1nnc2ccccc21)/c1ccccn1	i	3	3	16	i	i	i	1	i	-6	i
Fc1cc2[nH]c(=S)[nH]c2c(Br)c1N1CCSCC1	i	0	14	22	i	i	i	-2	i	-7	i
COc1ccc(-c2cc(-c3ccccc3)n3ncnc3n2)cc1	i	-1	-65	5	i	i	i	3	i	-11	i
COc1cc(-c2nnc(COC(=O)CSCC(=O)Nc3cc(C)on3)o2)cc(OC)c1OC	i	-2	-2	-2	i	i	i	-2	i	-13	i
N/C(=N\OC(=O)Oc1ccccc1)c1cccc([N+](=O)[O-])c1	i	0	-2	7	i	i	i	-2	i	0	i
C=C(C)Cn1c(CCNC(=O)C(C)(C)C)nc2ccccc21	i	-3	3	7	i	i	i	2	i	-10	i

Quoted from above, 3 compounds:
SMILES	RGS4 act	GSK3 alpha inh	HDAC3 inh	DYRK1A inh	KCNK3 inh	PolyA inhibitor	KCNK9 inh	GSK3B inh	KCNQ1 act	hERG rescue	KCNQ1 inh
C/C(=N\Nc1ccc(Cl)c(Cl)c1)c1ccc(-n2ccnc2)cc1	i	1	13	-1	i	i	i	-8	i	-8	i
Cc1nccn1CC(=O)N/N=C/c1ccccc1O	i	-2	·	·	i	i	i	0	i	-5	i
COc1ccc(-c2nnc(SCC(=O)N3CCCc4ccccc43)o2)cc1OC	i	-8	7	5	i	i	i	3	i	-7	i

A portion of the library; count on the stated rates, not on these rows.
